Screening results as filed in PubChem.
USP1 inh: USP1/UAF1 (human) deubiquitinase inhibition; O94782; recombinant USP1/UAF1, Ub-Rhodamine cleavage fluorescence; Potency, µM (series often up to 57.1 µM), without a hit: top-dose activity change, negative = inhibition, usual class: inhibitors; actives 0.23% (n = 390,000); AID 743255; note: nearly all actives have a fitted effect of over 60% in size; inactives centre near -12
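High-throughput fluorogenic screen: 1nM USP1/UAF1 complex, Ub-Rho substrate 150nM final, 50mM HEPES pH 7.8 with 0.5mM EDTA, 0.1 mg/ml BSA, 1mM TCEP and 0.01% Tween-20.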
mIDH1 inhibitor: inhibitors of human mutant IDH1 R132H; O75874; actives 0.093% (n = 390,000); Potency, µM (series often up to 76.6 µM), for the others: at the highest dose activity change, negative = inhibition, most hits filed as inhibitors; AID 602179; IDH1-R132H enzyme, NADPH consumption, diaphorase/resazurin fluorescence; note: nearly all actives have a fitted effect of over 65% in size
Target sequence (O75874 whole entry R132H, stated change not applied): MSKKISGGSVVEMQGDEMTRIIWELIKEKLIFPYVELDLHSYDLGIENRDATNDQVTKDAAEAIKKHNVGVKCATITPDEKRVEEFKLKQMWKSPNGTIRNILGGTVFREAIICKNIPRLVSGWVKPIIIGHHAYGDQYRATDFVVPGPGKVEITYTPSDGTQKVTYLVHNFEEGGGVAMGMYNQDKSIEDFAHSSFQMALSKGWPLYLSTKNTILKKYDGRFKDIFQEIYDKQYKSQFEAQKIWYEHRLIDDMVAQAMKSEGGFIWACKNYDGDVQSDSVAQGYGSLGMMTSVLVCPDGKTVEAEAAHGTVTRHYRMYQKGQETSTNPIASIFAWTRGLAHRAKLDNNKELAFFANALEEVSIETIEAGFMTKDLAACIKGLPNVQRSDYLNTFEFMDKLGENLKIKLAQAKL
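IDH1-R132H (0.5 ug/mL) preincubated 30 min with compound, then NADPH (0.016 mM) and alpha-KG (2 mM) added; 80 min at RT, pH 7.5. Remaining NADPH coupled via diaphorase/resazurin to fluorescence (540/590 nm); concentration-response curves normalized to no-enzyme control.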
An asterisk follows results filed as active. Calls come from the whole dose curve; as a rule, active = well fitted inhibition curve with a large enough effect; inconclusive = small, poorly fitted or top-dose-only effect; inactive = no such curve, though single readings can be large or run the other way. % is set by controls: 0 for no effect and ±100 for the full control effect; potency is the fitted concentration of half-maximal effect.

Screening CCCNC(=O)N(C)C[C@@H]1Oc2ncc(-c3ccncc3)cc2C(=O)N([C@H](C)CO)C[C@@H]1C returned USP1 inh -26% and mIDH1 inhibitor 11%.
For C/C(COc1ccccc1)=N\NC(=O)c1nnn(-c2nonc2N)c1CSc1ccc(C)cc1 the results were USP1 inh 3% and mIDH1 inhibitor -2%.
For COc1ccc(NC(=O)N(C)C[C@H]2OCc3cnnn3CCCC(=O)N([C@@H](C)CO)C[C@H]2C)c(OC)c1 the results were USP1 inh -24% and mIDH1 inhibitor 13%.
`CN(CC1COc2ccccc2O1)C(=O)CCNS(=O)(=O)c1ccc(F)c(Cl)c1` (stereo not given) gave USP1 inh -20% and mIDH1 inhibitor 10%.
For Cc1ccc(S(=O)(=O)N(C)C[C@@H]2OCc3cnnn3CCCC(=O)N([C@@H](C)CO)C[C@@H]2C)cc1 the results were USP1 inh -2% and mIDH1 inhibitor 1%.
For C[C@H](O)[C@@H]1C(=O)N2CCc3c([nH]c4ccccc34)[C@@H]2C[C@@H]1N(C)C(=O)Nc1ccc(F)cc1 the results were USP1 inh 6% and mIDH1 inhibitor -3%.
`N#Cc1ccc(OCC(=O)Nc2nc(-c3ccccn3)cs2)cc1` gave USP1 inh -17% and mIDH1 inhibitor -2%.
Screening CCC(C)C(=O)C(=O)N1CCC(n2nccc2NC(=O)CCOc2ccccc2)CC1 (stereo not given) returned USP1 inh -21% and mIDH1 inhibitor 10%.
Cc1cccc(NC(=O)CSc2nnc3ccc(-c4cccnc4)nn23)c1 was read as USP1 inh -12% and mIDH1 inhibitor 1%.
Screening O=C(NCc1ccc2c(c1)OCO2)C(=O)NCC1OCCCN1S(=O)(=O)c1ccccc1 (stereo not given) returned USP1 inh -21% and mIDH1 inhibitor 12%.
Screening COc1cccc(C(=O)C(CCC#N)c2ccccc2)c1 (stereo not given) returned USP1 inh 1% and mIDH1 inhibitor 4%.
Screening CN(Cc1c(C(=O)N/N=C/c2ccccc2O)nnn1-c1nonc1N)C1CCCCC1 returned USP1 inh -24% and mIDH1 inhibitor -7%.
`C[C@H]1CN([C@@H](C)CO)S(=O)(=O)c2ccc(Br)cc2O[C@H]1CN(C)S(=O)(=O)c1ccccc1F` gave USP1 inh -21% and mIDH1 inhibitor 16%.
CC(=NNC(N)=S)c1ccc2cc3c(cc2c1)OCO3 was read as USP1 inh -17% and mIDH1 inhibitor -6%.
Screening Cc1cc(C)c2cc(C#N)c(NCCCNC(=O)c3cccnc3)nc2c1 returned USP1 inh -19% and mIDH1 inhibitor 15%.
C[C@H]1CN([C@@H](C)CO)C(=O)c2cc(C3=CCCCC3)cnc2O[C@@H]1CN(C)C(=O)Cc1ccccc1 was read as USP1 inh 10% and mIDH1 inhibitor -2%.
Screening C[C@@H]1CN([C@H](C)CO)C(=O)CCCn2nncc2CO[C@@H]1CN(C)S(=O)(=O)c1ccccc1 returned USP1 inh -21% and mIDH1 inhibitor 26%.
Screening CC(C)CC1NC(=O)c2cc3ccccc3cc2-n2c1nc1cc(Cl)ccc1c2=O (stereo not given) returned USP1 inh -32% and mIDH1 inhibitor -8%.
COc1cc(NC(=O)CSc2nnc3ccccn23)cc(OC)c1OC was read as USP1 inh -22% and mIDH1 inhibitor -5%.
COc1cccc(NC(=O)N(C)C[C@@H]2OCc3cn(nn3)CCCC(=O)N([C@H](C)CO)C[C@H]2C)c1 was read as USP1 inh -22% and mIDH1 inhibitor -3%.
`C[C@H](O)[C@@H]1CN2CCc3c([nH]c4ccc(-c5ccc6c(c5)OCO6)cc34)[C@@H]2C[C@@H]1N(C)C(=O)Nc1ccc(F)cc1` gave USP1 inh -31% and mIDH1 inhibitor 8%.
Screening CC(=O)Nc1nc(-c2ccc(-c3ccccc3)cc2)cs1 returned USP1 inh -6% and mIDH1 inhibitor -4%.
For C[C@@H]1CCCCO[C@@H](CN(C)C(=O)Cc2ccccc2)[C@@H](C)CN([C@H](C)CO)C(=O)c2cc(N(C)C)ccc2O1 the results were USP1 inh -12% and mIDH1 inhibitor -6%.
For Cc1ccc(-n2nnnc2CNC(=O)C(=O)c2c[nH]c3ccccc23)cc1C the results were USP1 inh -9% and mIDH1 inhibitor 5%.

Grouped by structure: the entries above containing a Cl atom
`CN(CC1COc2ccccc2O1)C(=O)CCNS(=O)(=O)c1ccc(F)c(Cl)c1` (stereo not given) gave USP1 inh -20% and mIDH1 inhibitor 10%.
Screening CC(C)CC1NC(=O)c2cc3ccccc3cc2-n2c1nc1cc(Cl)ccc1c2=O (stereo not given) returned USP1 inh -32% and mIDH1 inhibitor -8%.

Filtered by structure: the entries above with fluorine.
`CN(CC1COc2ccccc2O1)C(=O)CCNS(=O)(=O)c1ccc(F)c(Cl)c1` (stereo not given) gave USP1 inh -20% and mIDH1 inhibitor 10%.
For C[C@H](O)[C@@H]1C(=O)N2CCc3c([nH]c4ccccc34)[C@@H]2C[C@@H]1N(C)C(=O)Nc1ccc(F)cc1 the results were USP1 inh 6% and mIDH1 inhibitor -3%.
`C[C@H]1CN([C@@H](C)CO)S(=O)(=O)c2ccc(Br)cc2O[C@H]1CN(C)S(=O)(=O)c1ccccc1F` gave USP1 inh -21% and mIDH1 inhibitor 16%.
`C[C@H](O)[C@@H]1CN2CCc3c([nH]c4ccc(-c5ccc6c(c5)OCO6)cc34)[C@@H]2C[C@@H]1N(C)C(=O)Nc1ccc(F)cc1` gave USP1 inh -31% and mIDH1 inhibitor 8%.

Other results:
For COc1ccc([C@@H]2[C@@H](C)N(c3ccccc3)c3ccccc3C(=O)N2Cc2ccccc2)cc1 the results were USP1 inh -23% and mIDH1 inhibitor -6%.
`CC1CC(C)(C)C2=NCCN21` (stereo not given) gave USP1 inh -25% and mIDH1 inhibitor 3%.
For C[C@@H]1CN([C@@H](C)CO)C(=O)CCCn2nncc2CO[C@@H]1CN(C)S(=O)(=O)c1ccc(Oc2ccccc2)cc1 the results were USP1 inh -32% and mIDH1 inhibitor -3%.
`COc1ccc([N+](=O)[O-])cc1NC(=O)COC(=O)C12CC3CC(CC(O)(C3)C1)C2` gave USP1 inh 3% and mIDH1 inhibitor -2%.
C[C@@H]1CN([C@@H](C)CO)C(=O)c2cc(Br)cnc2O[C@H]1CN(C)C(=O)c1ccccc1F was read as USP1 inh 4% and mIDH1 inhibitor -5%.
For COc1ccc(N2c3ccccc3CN(Cc3ccccc3)[C@@H](C)[C@H]2Cc2cccnc2)cc1 the results were USP1 inh -28% and mIDH1 inhibitor -1%.
`CC(CC(=O)c1ccccc1)=NCC(O)CN=C(C)CC(=O)c1ccccc1` (stereo not given) gave USP1 inh -26% and mIDH1 inhibitor 0%.
Screening CSc1nc(=O)[nH]nc1Sc1ccccc1 returned USP1 inh -18% and mIDH1 inhibitor -4%.
Screening CCCC(C(=O)NC(C)(C)C)N(Cc1ccccc1)C(=O)c1snc(C(N)=O)c1N (stereo not given) returned USP1 inh -17% and mIDH1 inhibitor 3%.
`CCOC(=O)C=Cc1ccc(C(=O)OCC)[nH]1` gave USP1 inh -22% and mIDH1 inhibitor 0%.
Cc1ccc(S(=O)(=O)N2C[C@H]3[C@H]4C(=O)N(c5ccccc5)C(=O)[C@H]4C[C@H](OC(=O)NCc4ccco4)[C@@]3(O)C2)cc1 was read as USP1 inh -4% and mIDH1 inhibitor 4%.
`Cc1cc(=O)n(Nc2ccccc2)c(O)c1C#N` gave USP1 inh inconclusive and mIDH1 inhibitor 19%.
For O=C(C1CCCCC1)N1C[C@H](n2cc(-c3ccc(F)cc3)nn2)[C@@H](O)C[C@@H]1c1ccc(Cl)cc1 the results were USP1 inh inconclusive and mIDH1 inhibitor -3%.
Screening CN(C)CC(=O)Nc1ccc2c(c1)[C@H]1C[C@H](CC(=O)NCc3ccc4c(c3)OCO4)O[C@H](CO)[C@H]1O2 returned USP1 inh inconclusive and mIDH1 inhibitor 1%.
COc1ccc(C(=O)C2CCCN(C(=O)c3csc(SC)n3)C2)cc1F (stereo not given) was read as USP1 inh -7% and mIDH1 inhibitor -3%.
For O=[N+]([O-])c1ccc2cccnc2c1 the results were USP1 inh -21% and mIDH1 inhibitor -6%.
COc1ccccc1C1SCCN1S(=O)(=O)c1ccccc1 (stereo not given) was read as USP1 inh inconclusive and mIDH1 inhibitor 5%.
Cc1cc(C)c(S(=O)(=O)c2ccc(F)cc2)c(C)c1 was read as USP1 inh -23% and mIDH1 inhibitor 23%.
CCC/C=C/c1ccc(CN2C(C)C(=O)N(Cc3cn(Cc4ccco4)nn3)CCS2(=O)=O)cc1 (stereo not given) was read as USP1 inh -34% and mIDH1 inhibitor 10%.
COc1ccc(OC)c(NS(=O)(=O)c2ccc3[nH]c(=O)[nH]c3c2)c1 was read as USP1 inh -26% and mIDH1 inhibitor 7%.
For C[C@H]1CN([C@@H](C)CO)C(=O)CCCn2cc(nn2)CO[C@@H]1CN(C)S(=O)(=O)c1ccc(-n2cccn2)cc1 the results were USP1 inh inconclusive and mIDH1 inhibitor 8%.
COc1ccc(CN(C)C(=O)C2CC(=O)N(c3ccc4c(c3)OCCO4)C2)cc1 (stereo not given) was read as USP1 inh -3% and mIDH1 inhibitor 1%.
`C#CCN(C[C@@H]1[C@@H](OC(=O)NCC2CCCCC2)[C@@H](OC(=O)NCC2CCCCC2)Cn2c(=O)ccc(=O)n21)S(=O)(=O)c1ccc(C)cc1` gave USP1 inh -8% and mIDH1 inhibitor 11%.
CCCCN1C(=O)C(CC(=O)NCc2cccc3ccccc23)CC(C(=O)N(CC)CC)=C1C (stereo not given) was read as USP1 inh -7% and mIDH1 inhibitor 3%.
O=S(=O)(NC1CCc2ccccc21)c1ccccc1 (stereo not given) was read as USP1 inh -20% and mIDH1 inhibitor 7%.
`CC(=O)N1C[C@H]2CON(C)[C@H]2C[C@H]1c1ccc(-c2cccnc2)cc1` gave USP1 inh -22% and mIDH1 inhibitor -3%.
Cc1nnc(SCC(=O)NC2CCCCC2)n1-c1ccccc1 was read as USP1 inh -16% and mIDH1 inhibitor 9%.
For C[C@H](CO)N1C[C@H](C)[C@H](CN(C)S(=O)(=O)c2ccc3c(c2)OCCCO3)OCc2cnnn2CCCC1=O the results were USP1 inh 0% and mIDH1 inhibitor 2%.
COc1ccc(/C=C/C(=O)OCC(=O)NC2CCCCCC2)cc1 was read as USP1 inh -20% and mIDH1 inhibitor -4%.
`O=C1CNC(c2ccccc2)C(c2ccccc2)N1` (stereo not given) gave USP1 inh -1% and mIDH1 inhibitor -7%.
`C[C@@H]1CN([C@H](C)CO)C(=O)CCCn2nncc2CO[C@H]1CN(C)Cc1cccc(C(=O)O)c1` gave USP1 inh -3% and mIDH1 inhibitor -4%.
Screening Cc1cc2c(cc1C)NC(=O)C(C)CN2 (stereo not given) returned USP1 inh -22% and mIDH1 inhibitor 5%.
Cc1cc(C(=O)CCC(=O)Nc2cccc(F)c2)c(C)s1 was read as USP1 inh 5% and mIDH1 inhibitor 1%.
Screening Cc1ccc(C(=O)NCCc2nnc3ccc(SCC(=O)Nc4nnc(C)s4)nn23)cc1 returned USP1 inh -23% and mIDH1 inhibitor -2%.
COc1ccccc1C(=O)NCC(=O)OCc1nnc(-c2ccccc2)o1 was read as USP1 inh -12% and mIDH1 inhibitor -7%.
COc1ccc(CN2C(=O)C(CC(=O)NC3CCCC3)CC(C(=O)N(C(C)C)C(C)C)=C2C)cc1 (stereo not given) was read as USP1 inh -27% and mIDH1 inhibitor 11%.
Screening C=CCN1C(=O)C(=Cc2ccc3c(c2)CCC3)SC1=S returned USP1 inh -25% and mIDH1 inhibitor -1%.
N#Cc1ccccc1OCC(=O)NC1CCCCCC1 was read as USP1 inh -17% and mIDH1 inhibitor 15%.
`CCN(CC)C(=O)C1=C(C)N(CCCN2CCCC2=O)C(=O)C(CC(=O)NCc2cccs2)C1` (stereo not given) gave USP1 inh -14% and mIDH1 inhibitor 2%.
CC(C)NC(=O)N(C)C[C@H]1Oc2cc(C#Cc3ccc(F)cc3)ccc2S(=O)(=O)N([C@H](C)CO)C[C@H]1C was read as USP1 inh -7% and mIDH1 inhibitor -14%.
Screening Cc1ccn(CC(=O)N2CCCC(N3CCN(c4cccc(C(F)(F)F)c4)CC3)C2)n1 (stereo not given) returned USP1 inh 4% and mIDH1 inhibitor -2%.
`O=C(Nc1ccc(Cl)cn1)c1ccccc1-c1ccccc1` gave USP1 inh -25% and mIDH1 inhibitor 0%.
C[C@@H]1CN([C@@H](C)CO)C(=O)c2cc(Br)cnc2O[C@@H]1CN(C)S(=O)(=O)c1ccc(F)cc1 was read as USP1 inh -1% and mIDH1 inhibitor -8%.
For COc1ccc(S(=O)(=O)N(C)[C@H]2C[C@H]3c4cc(N5CCN(C)CC5)ccc4CCN3C(=O)[C@H]2[C@H](C)O)cc1 the results were USP1 inh -30% and mIDH1 inhibitor 2%.
COc1ccc(NC(=O)CSc2nnc3n2CCCCC3)cc1OC was read as USP1 inh 2% and mIDH1 inhibitor 6%.
`CCCCCC(=O)N1C[C@H](O)[C@@H](n2cc(C3CC3)nn2)C[C@@H]1c1ccc(C)cc1` gave USP1 inh -13% and mIDH1 inhibitor -9%.
Screening Cc1ccc(S(=O)(=O)N(C)C[C@@H]2OCc3cnnn3CCCC(=O)N([C@@H](C)CO)C[C@H]2C)cc1 returned USP1 inh -22% and mIDH1 inhibitor 13%.
`COc1ccccc1CNC(=O)COC(=O)c1cnc(C)cn1` gave USP1 inh -11% and mIDH1 inhibitor -6%.
Screening O=C(NCCN1CCOCC1)c1cc(-c2ccccc2)nc2ccccc12 returned USP1 inh -18% and mIDH1 inhibitor 13%.

An excerpt; the hit share may differ from the screen's.
